Source: PubChem
TDP1 cell CPT: growth inhibition of DT40 Tdp1-/-;hTDP1 cells with camptothecin (screen for TDP1 inhibitors) | chicken DT40 Tdp1-/-;hTDP1 cells + 20 nM CPT, ATP luminescence, 48 h | Potency, µM (titrated, usually from 46.2 µM), without a hit: at the top dose activity change, negative = growth inhibition, actives largely listed as inhibitors | 420,000 tested, 12% active | AID 686979; also: nearly all actives have a fitted effect of over 55% in size
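Chicken DT40 Tdp1-/- cells stably complemented with human TDP1 were seeded at 400 cells/well in medium containing 20 nM camptothecin, exposed to pin-transferred compounds, and grown at 37 °C for at least 48 hr. Viability was read as ATP luminescence.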
TDP1 inh: TDP1 (human) enzyme inhibition | Q9NUW8 | recombinant TDP1, AlphaScreen DNA substrate cleavage | Potency, µM (highest dose often 130 µM), for the others: at the highest dose activity change, negative = inhibition, most hits filed as inhibitors | 350,000 tested, 0.28% active | AID 485290; also: nearly all actives have a fitted effect of over 40% in size
Target sequence (Q9NUW8 whole entry, looked up): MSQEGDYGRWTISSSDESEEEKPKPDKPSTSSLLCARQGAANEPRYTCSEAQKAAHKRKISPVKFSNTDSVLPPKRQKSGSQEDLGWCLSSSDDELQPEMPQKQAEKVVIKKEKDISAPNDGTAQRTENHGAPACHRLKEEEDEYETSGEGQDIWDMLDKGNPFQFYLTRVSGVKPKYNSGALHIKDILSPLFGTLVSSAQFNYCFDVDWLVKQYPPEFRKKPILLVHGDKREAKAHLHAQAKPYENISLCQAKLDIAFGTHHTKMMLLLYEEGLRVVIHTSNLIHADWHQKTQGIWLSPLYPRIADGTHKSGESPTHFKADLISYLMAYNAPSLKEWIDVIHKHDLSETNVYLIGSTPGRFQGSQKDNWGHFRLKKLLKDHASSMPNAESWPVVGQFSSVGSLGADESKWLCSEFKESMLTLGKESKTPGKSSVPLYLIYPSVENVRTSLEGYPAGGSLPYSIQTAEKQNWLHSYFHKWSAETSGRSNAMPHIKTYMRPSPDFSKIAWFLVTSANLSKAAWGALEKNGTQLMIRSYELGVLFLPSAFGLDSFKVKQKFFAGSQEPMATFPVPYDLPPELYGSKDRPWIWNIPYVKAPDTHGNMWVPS
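Recombinant human Tdp1 (E. coli-expressed, 1 nM final) preincubated with compounds 15 min at room temperature, then 5'-biotin/3'-phosphotyrosine-FITC DNA substrate (15 nM final) added for 5 min. AlphaScreen beads (10 ug/ml final) added 10 min; cleavage lowers signal.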
DT40 TDP1 no CPT: qHTS for Inhibitors of human tyrosyl-DNA phosphodiesterase 1 (TDP1): qHTS in cells in absence of CPT. Potency, µM (titrated, usually from 46.2 µM), without a hit: top-dose activity change, negative = growth inhibition, hits mostly inhibitors. 420,000 tested, 15% active. DT40 Tdp1-/- hTDP1 cells, no CPT, ATP luminescence, 48 h; also: nearly all actives have a fitted effect of over 55% in size
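Growth of hTDP1-complemented DT40 Tdp1-knockout cells is measured by ATP luminescence after at least 48 hr compound exposure at 37 °C, with DMSO substituting for the 20 nM CPT used in the parallel screen.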
Active calls of the source: *; ? = inconclusive; nt = no result given; [ ] = remark or other dose. Calls follow the shape of the dose curve; as a rule, active = well fitted curve in the direction sought with a large enough effect; inconclusive = small, poorly fitted or top-dose-only effect, or another doubt; inactive = no such curve, though single readings can be large; an effect the other way counts as inactive or inconclusive. % is scaled to controls: 0 for no effect and ±100 for the full control effect; potency is read from the fitted curve at half-maximal effect. Compounds as they come. About 18% of those tested had a hit in this group.

The first three entries, ahead of the listing:
SMILES | TDP1 cell CPT | TDP1 inh | DT40 TDP1 no CPT
NC(=O)CSc1nc2c(sc3ccccc32)c(=O)n1CCCN1CCOCC1 | -8% | 4% | -9%
Cc1ccc(NC(=O)C2CCCN2C(=O)NC2CCCCC2)cc1C (stereo not drawn) | 6% | -3% | 4%
CCOC(=O)N1CCN(C(=O)CSC2=NS(=O)(=O)c3ccccc3N2)CC1 | 8% | 0% | -8%

The list itself, previewed entries included:
SMILES | TDP1 cell CPT | TDP1 inh | DT40 TDP1 no CPT
NC(=O)CSc1nc2c(sc3ccccc32)c(=O)n1CCCN1CCOCC1 | -8% | 4% | -9%
Cc1ccc(NC(=O)C2CCCN2C(=O)NC2CCCCC2)cc1C (stereo not drawn) | 6% | -3% | 4%
CCOC(=O)N1CCN(C(=O)CSC2=NS(=O)(=O)c3ccccc3N2)CC1 | 8% | 0% | -8%
COC(=O)c1c(C)[nH]c(C)c1-c1ccc(C)cc1 | -28% | 7% | ?
O=C(NC1CCCC1)c1cc(-c2cccs2)on1 | ? | 6% | ?
CCCCNC(=O)CC(C(=O)N1CCc2ccccc21)n1ccnc1 (stereo not drawn) | 4% | 6% | 2%
CC(Sc1n[nH]c(=O)n1Cc1ccccc1)C(=O)NC1CCCCC1C (stereo not drawn) | 6% | nt | -4%
Cc1c(NC(=O)CN2CCN(c3cccc(Cl)c3)CC2)c(=O)n(-c2ccccc2)n1C | ? | 4% | ?
CC(C)Cc1nc(N2CCOCC2)c(C#N)c2c1CCC2 | ? | -2% | ?
COc1cccc(C(=O)Nc2c(C(=O)c3ccc(F)cc3)oc3ccccc23)c1 | -14% | 0% | -6%
S=C(Nc1ccc(Br)cc1)NC1CCCC1 | ? | -1% | 21µM*
COC(=O)c1ccccc1NC(=O)CN(c1ccccc1)S(=O)(=O)N(C)C | -16% | nt | -11%
CC(C)CC(NS(=O)(=O)c1ccccc1S(=O)(=O)NC(CC(C)C)C(=O)O)C(=O)O (stereo not drawn) | 0% | nt | -12%
CC1=C2C3OC(=O)C(C)C3CCC2(C)C=CC1=NO (stereo not drawn) | -10% | nt | -32%
COC(=O)COc1ccc2c(=O)c(Oc3ccccc3Br)coc2c1 | 10% | nt | -7%

Compound profiles, from the list above. Values in the order: TDP1 cell CPT | TDP1 inh | DT40 TDP1 no CPT
Cc1c(NC(=O)CN2CCN(c3cccc(Cl)c3)CC2)c(=O)n(-c2ccccc2)n1C in the list: ? | 4% | ?
COc1cccc(C(=O)Nc2c(C(=O)c3ccc(F)cc3)oc3ccccc23)c1 in the list: -14% | 0% | -6%
CC(Sc1n[nH]c(=O)n1Cc1ccccc1)C(=O)NC1CCCCC1C (stereo not drawn) in the list: 6% | nt | -4%
COC(=O)c1c(C)[nH]c(C)c1-c1ccc(C)cc1 in the list: -28% | 7% | ?

An excerpt from above, limited to DT40 TDP1 no CPT.
smiles	DT40 TDP1 no CPT
CC(C)Cc1nc(N2CCOCC2)c(C#N)c2c1CCC2	?
COc1cccc(C(=O)Nc2c(C(=O)c3ccc(F)cc3)oc3ccccc23)c1	-6%
S=C(Nc1ccc(Br)cc1)NC1CCCC1	21µM*
COC(=O)c1ccccc1NC(=O)CN(c1ccccc1)S(=O)(=O)N(C)C	-11%

The results go on.
SMILES | TDP1 cell CPT | TDP1 inh | DT40 TDP1 no CPT
N#CC1=C(N)Oc2ccccc2C12C(=O)Nc1n[nH]c(-c3ccccc3)c12 (stereo not drawn) | 1% | 5% | ?
COc1ccccc1NC(=O)c1nn(-c2cccc(C(F)(F)F)c2)ccc1=O | ? | 6% | ?
COc1ccc(C2NC(=O)c3ccccc3N2)cc1 (stereo not drawn) | ? | nt | -29%
O=C1CCC(C(=O)N2CCCCO2)CN1Cc1ccc(Cl)cc1 (stereo not drawn) | -2% | 5%[56.1 µM] | -7%
CC(O)CN(Cc1cccc(Cl)c1)CC(C)O (stereo not drawn) | 0% | 0% | -6%
CC(=O)N1CCc2c(sc3c2c(=O)n(-c2ccccc2)c(=O)n3CC(=O)NCC2CCCO2)C1 (stereo not drawn) | -2% | nt | 11%
CCCCN(C(=O)c1cc2c(s1)CCCC2)c1c(N)n(CCC)c(=O)[nH]c1=O | -19% | 0% | -4%
CC(C)CCNC(=O)c1ccc2c(c1)N(Cc1cccc(Cl)c1)C(=O)c1ccccc1S2 | ? | 0% | 21µM*
COc1ccc(C2C(C(=O)N3CCCC3)c3cc(OC)c(OC)cc3C(=O)N2C)cc1OC (stereo not drawn) | 4% | 8% | -11%
O=C1CCc2cc(NS(=O)(=O)c3ccc([N+](=O)[O-])cc3)cc3c2N1CC3 | -6% | -1% | -8%
Cc1ccc(C)c(NC(=O)Cn2cnc3nc4c(cc3c2=O)CCCC4)c1 | -29% | -3% | ?
CCOC(=O)/C(C#N)=C\c1ccc(O)c(OC)c1 | 16% | 4% | 1%
Cc1cc(N2CCOCC2)c2c(N)cc(C)c(C)c2n1 | 6% | 1% | ?
CCOC(=O)c1sc2nc(C)n(CC(=O)NCC3CCCO3)c(=O)c2c1C (stereo not drawn) | -5% | 3% | ?
O=c1cc(C(O)C[N+](=O)[O-])occ1OCc1ccccc1 (stereo not drawn) | -83% | nt | ?
O=C1CCCC2=C1C(c1ccncc1)c1c(nc(SCc3ccccc3Cl)[nH]c1=O)N2 (stereo not drawn) | -16% | 2% | -23%
CCCC(=O)Oc1ccccc1C1SCc2cc(C)c(C)cc2CS1 | 18µM* | 3% | 26µM*
CC(C(=O)Nc1ccc(O)cc1)c1cccc(C(=O)c2ccccc2)c1 (stereo not drawn) | ? | -4% | 21µM*
O=C(NNc1ccccc1)Nc1cc(Cl)ccc1Cl | -27% | nt | -22%
Cc1cc(O)c2c(c1O)C(=O)c1c(O)cc(C)c(O)c1C2=O | -16% | 10%[56.1 µM] | 1%
Cc1ccccc1OCC(=O)Nc1cccc(S(=O)(=O)NC2=NCCCCC2)c1 | ? | nt | ?
O=C(CCn1c(=O)c2ccccc2n(Cc2cccnc2)c1=O)NCc1ccc2c(c1)OCO2 | -3% | 5% | 6%
CCN(CC)c1nc2ccccc2[nH]c1=O | -12% | 3% | -5%
CCCN(CCC)C(=O)c1cc(S(=O)(=O)N2CCCCC2)c[nH]1 | -30% | nt | -18%
COCCn1c(C)cc(O)c(C(c2ccccc2OC)N2CCN(c3ccccc3)CC2)c1=O (stereo not drawn) | -17% | -3% | -5%
CCCc1nn(C)c(C(=O)Nc2ccccc2)c1Cl | -21% | 3% | -25%
CC(=O)N1CCc2c(sc(NC(=O)c3ccc([N+](=O)[O-])o3)c2C(N)=O)C1 | 3.7µM* | nt | 7.3µM*
CCOc1ccccc1NC(=O)CSc1ccc([N+](=O)[O-])cc1 | 18% | 4% | -5%
CNC(=S)N1CCN(c2ccc(OC)cc2)CC1 | -4% | -1% | -4%
O=C1C(Cl)=C(N2CCCCC2)C(=O)N1Cc1ccccc1 | -25% | -8% | ?
O=[N+]([O-])c1ccccc1NS(=O)(=O)c1ccccc1 | -11% | nt | -27%
Cc1noc(C)c1COC(=O)C1(c2cccc(F)c2)CCCC1 | ? | nt | ?
CCCCN1C(=S)NC[C@@H]1C(C)CC (stereo partly drawn) | -8% | 1% | -8%
CCCCCn1cnc2sc(CC)cc2c1=O | 10% | 5% | 0%
O=C(NCc1ccc2c(c1)OCO2)C(=O)NCC1OCCN1S(=O)(=O)c1ccccc1 (stereo not drawn) | -6% | nt | ?
CCC(CC)c1nnc(NC(=O)CS(=O)(=O)c2ccccc2)s1 | -23% | 9% | ?
CC(C)(C)NC(=O)c1cccc(NC(=O)CSc2ccccc2)c1 | -12% | 1% | -24%
CCOC(=O)C1(CCCc2ccccc2)CCN(C(=O)c2cc(C)nc(C)n2)CC1 | ? | -4% | ?
CCC(C)[C@@H]1NC(=O)N(CCCN2CCCC2=O)C1=O (stereo partly drawn) | 27% | nt | -8%
Cc1ccc(NC(=O)CCC(=O)N2CCOCC2)nc1 | -11% | -2% | -8%
CN(C)c1ccc(S(=O)(=O)c2ccc(Cl)cc2)cc1 | ? | 2% | -16%
COc1ccccc1NC(=S)N1CCN(Cc2ccc3c(c2)OCO3)CC1 | -16% | -3% | ?
COc1ccc(-c2nnc(NC(=O)c3ccc(F)cc3)o2)cc1 | 2.9µM* | 11% | ?
CCOc1ccc(N2C(=O)CC(NC3CCN(C(=O)c4ccc(F)cc4)CC3)C2=O)cc1 (stereo not drawn) | ? | 1%[56.1 µM] | ?
Cc1ccc(C(=O)Cc2nc3ccccc3[nH]2)cc1 | ? | nt | -29%
Cc1cc2c(NC(=O)Nc3ccc(C(C)(C)C)cc3)cccc2nn1 | ? | 4% | ?
COc1ccc(N2C(=S)NC(C)(C)CC2(C)c2ccc(OC(C)=O)cc2OC(C)=O)cc1 (stereo not drawn) | 13% | 2% | 10%
COc1ccc(C(=O)Nc2oc(-c3ccccc3)c(-c3ccccc3)c2C#N)cc1OC | -21% | 6% | -20%
COc1ccc(S(=O)(=O)N2CCCCC2)cc1NC(=O)CCNC(=O)c1ccc(Cl)cc1 | 5% | -1% | 1%
OCCNCc1cc(Br)ccc1OCc1ccc(Cl)cc1 | 21µM* | 5% | 29µM*
O=C(NC1CCCCC1)c1c2c(nc3ccccc13)CCC2 | 0% | -6% | -10%
O=C(CNC(=O)C1COc2ccccc2O1)Nc1ccc(F)c(F)c1 (stereo not drawn) | -34% | 1% | -12%
COc1ccc(OC)c(S(=O)(=O)N2CCN3CCCC3C2)c1 (stereo not drawn) | -11% | nt | -3%
Cc1ccc(C2(O)CN(c3ccccc3)C3=[N+]2CCS3)cc1 (stereo not drawn) | ? | 4% | ?
Cc1cc(-c2ccc(S(=O)(=O)Nc3ccc(C#N)cc3)s2)on1 | -28% | 2% | 18%
COc1cc(SSc2cc(OC)cc([N+](=O)[O-])c2N)c(N)c([N+](=O)[O-])c1 | 4.6µM* | nt | 4.1µM*
Cc1c(CNC(=O)c2cnn3c2NC(c2ccc(Br)cc2)CC3C(F)(F)F)cnn1C (stereo not drawn) | ? | 3% | ?
COc1ccc(/C=N/NC(=O)c2cc(C34CC5CC(CC(C5)C3)C4)[nH]n2)cc1OC | ? | 3% | ?
CCOC(=O)c1c(NC(=O)COc2cccc(C(F)(F)F)c2)sc2c1CCCCC2 | -11% | -10%[12.3 µM] | -8%
CCn1c(=O)[nH]c2cc(C(=O)N3CCN(c4ccccc4)CC3)ccc2c1=O | ? | 2% | ?

Additional records.
SMILES | TDP1 cell CPT | TDP1 inh | DT40 TDP1 no CPT
CC(C)Oc1ccc(/C(O)=C2/C(=O)C(=O)N(Cc3cccnc3)C2c2ccco2)cc1 (stereo not drawn) | -5% | -1% | -2%
O=C(CSc1nnc(-c2cccc(F)c2)o1)Nc1nncs1 | 1% | 4% | 1%
CC(=N)C1=C(O)CC(C)(C)CC1=O | -10% | 5% | -10%
CCOc1ccc(OCC(=O)NCCS(=O)(=O)N2CCN(c3ccc(OC)cc3)CC2)cc1 | -2% | 4% | -18%
COC(CSc1ncnc2c1oc1nc3c(cc12)COC(C)(C)C3)OC | ? | -2% | ?
CN(C)S(=O)(=O)c1ccc(SCC(=O)Nc2ccc3c(c2)OCCO3)nc1 | 6% | 0% | ?
O=C(OCC(=O)c1ccc(Cl)cc1Cl)c1ccc2c(c1)C(=O)N(c1cccc3ncccc13)C2=O | -7% | 8% | -17%
C/C=C/Cn1c(N2CCCCCC2)nc2c1c(=O)[nH]c(=O)n2C | ? | 7% | ?
Cc1cccc(COCC(Cc2ccccc2)N2CCN(C(=O)c3ccc(Cl)c(Cl)c3)CCC2=O)c1 (stereo not drawn) | 21µM* | 4% | ?
C=CCC[C@@H](Cc1ccc(F)cc1)C(=O)O[C@H](CNC(=O)[C@H](CC=C)CC(=O)N(CCO)Cc1ccccc1)c1ccccc1 | 18µM* | 0% | ?
CCOC(=O)N1CCC(N(CCN(C)C)C(=S)Nc2ccccc2OCC)CC1 | -7% | 5% | -2%
Cc1cc(C)cc(NC(=O)COC(=O)CCn2c(C)csc2=O)c1 | -16% | 5% | -17%
